# Source: PubChem
# Cardiac RTF inh – cardiac RTF calcium desensitization | P19429+P45379 | IANBD-labeled cardiac RTF, Ca2+ fluorescence | inhibition, % at 7.15 µM | 340,000 tested, 0.12% active | AID 493244;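 active = inhibition above the mean inhibition of all tested compounds plus 3 SD, cut at about 17% in these data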;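 note: assay run at fixed EC70 calcium of 1.6 mM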
# MOR-DOR inv ag – inverse agonists of human mu-delta opioid receptor heterodimerization | cell-based MOR-DOR heterodimer luminescence, inverse agonism | AID 504357 | 340,000 tested, 0.21% active | inhibition, % at 9.3 µM | P35372+P41143; in the data active = inhibition above about 22%, passing the limit was not always enough;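 note: 0% = cells with DMSO and 100% = wells without cells with DMSO; values of inactives mirror those of a sister screen read the other way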
# RTF Ca sens act – increases calcium sensitivity of human cardiac regulated thin filaments; IANBD-labeled TnC RTF fluorescence at EC20 calcium; 0% EC20 calcium, 100% full calcium; 340,000 tested, 0.24% active; P19429+P45379; activation, % at 7.2 µM;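 active = activation above the mean over all tested compounds plus 3 SD, cut at about 30% in these data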;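 note: rise in fluorescence read as greater calcium sensitivity of cardiac thin filaments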
# Arrestin-AP2 inh – inhibitors of human beta-arrestin and AP2 interaction; 340,000 tested, 0.31% active; AID 504490; FITC-arrestin peptide / GST-AP2 beads, flow cytometry; AP2 beta2 appendage carries R879A mutation; inhibition, % at 10 µM;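 active = inhibition above a set limit, near 3 SD of compounds lacking own fluorescence, cut at about 54% in these data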;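 note: plate controls were DMSO wells for no effect and 5 µM unlabelled arrestin peptide for full effect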
#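 System: GST-AP2 R879A glutathione beads. Medium: PBS with 0.05% Tween 20 and 0.1% BSA. Also added: FITC-arrestin peptide, 50 nM. Incubation: 12 min plus 1 h, RT. Measured by: high-throughput flow cytometry of beads, ex 488, em 535 nm. Evaluation: percent drop in bead-associated FITC signal.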
# Keap1 Nrf2 FP – disrupts human Keap1 binding to Nrf2 peptide | Q14145 | Keap1 Kelch-Nrf2 peptide fluorescence polarization, 1536-well | inhibition, % at 9.4 µM | 340,000 tested, 0.15% active; in the data active = inhibition above about 12%;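 note: human Keap1 Kelch domain with fluorescein labeled Nrf2 9mer peptide probe; 0% = neutral control wells and 100% = peptide positive control; higher means more block of Keap1 binding to Nrf2 peptide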
# Target sequence (Q14145 whole entry, looked up, the tested form may be a part): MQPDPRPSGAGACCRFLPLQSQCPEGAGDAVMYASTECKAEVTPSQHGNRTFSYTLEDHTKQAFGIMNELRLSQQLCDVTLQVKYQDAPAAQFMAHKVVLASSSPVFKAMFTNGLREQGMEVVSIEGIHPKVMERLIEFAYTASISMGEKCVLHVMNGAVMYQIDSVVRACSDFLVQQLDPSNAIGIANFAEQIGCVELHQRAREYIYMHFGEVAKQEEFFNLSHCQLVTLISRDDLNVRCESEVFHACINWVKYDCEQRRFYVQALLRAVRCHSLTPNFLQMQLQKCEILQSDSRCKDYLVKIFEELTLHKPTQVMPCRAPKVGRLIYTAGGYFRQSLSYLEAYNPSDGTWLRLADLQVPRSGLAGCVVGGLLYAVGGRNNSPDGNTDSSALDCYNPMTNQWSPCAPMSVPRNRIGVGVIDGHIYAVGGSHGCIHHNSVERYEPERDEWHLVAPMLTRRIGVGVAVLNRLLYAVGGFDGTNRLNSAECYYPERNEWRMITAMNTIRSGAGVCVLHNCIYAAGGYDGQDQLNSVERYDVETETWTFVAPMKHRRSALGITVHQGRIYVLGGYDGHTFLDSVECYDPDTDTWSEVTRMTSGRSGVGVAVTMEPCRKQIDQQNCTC
# Wnt bcat act – activates Wnt/beta-catenin signaling in a reporter cell assay; activator, plate reader; activation, % at 9.35 µM; 300,000 tested, 1.2% active; in the data active = activation above about 30%, passing the limit was not always enough;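 note: 0% = neutral control wells and 100% = positive control wells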
# Pemphigus Ab inh – human desmoglein-3 autoantibody binding inhibition; 310,000 tested, 0.48% active; P32926; DSG3-coupled beads, scFv-anti-DSG3-GFP binding, flow cytometry; active compounds read low; AID 588358; binding (percent of control), % at 10 µM;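 active = binding more than 3 SD below its plate's average and above zero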;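 note: hits lower antibody fragment binding to DSG3; some compounds called inactive have numbers as strong as hits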
# MOR-DOR ag – OPRM1-OPRD1 heterodimerization agonism; P35372+P41143; cells, luminescence; activation, % at 9.3 µM; 340,000 tested, 0.3% active; in the data active = activation above about 18%;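 note: 0% = vehicle-treated cells and 100% = reference agonist; values of inactives mirror those of a sister screen read the other way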
# C-LANA FP – inhibitors of KSHV LANA C-terminal domain DNA binding; MBP-C-LANA/FAM-LBS DNA binding, fluorescence polarization; inhibition, % at 9 µM; 340,000 tested, 0.078% active;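 active = highest replicate inhibition at or above 60% at 9 µM, even if other replicates fall short; inactive = all replicates below 60% inhibition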;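 note: 0% = neutral control wells and 100% = 4 µM acridine orange control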
# V-ATPase pHluor – regulators of yeast V-ATPase proton transport; AID 504577; 350,000 tested, 0.37% active; S. cerevisiae, pHLuorin cytosolic pH fluorescence; response, % at 10 µM; in the data active = response mostly above about 7.3%, no sharp cut-off; inactive = mostly below about 5.4%; note: actives read high; inactives centre near 0; some compounds called inactive have numbers as strong as hits; reference of the scale not given here
# * = called active by the depositor; . = not tested or not shown.
1	Cc1ccc(C(=O)/C=C/C(=O)c2ccc(C)cc2)cc1
2	CCc1ccc(NC(=O)N[C@H](C(=O)O)C(C)CC)cc1 (stereo partly drawn)
3	Cc1cc2oc(=O)cc(CN3CCOCC3)c2cc1O
4	C/C(CC(=O)NC1CCCCC1)=N\NC(=O)c1ccc(Br)cc1
5	C=CCn1c(CSc2nnc(-c3ccccc3)n2C)n[nH]c1=S
6	Cc1sc(NC(=O)c2ccco2)c(CN2CCN(c3ccc(F)cc3)CC2)c1C
7	COc1ccc(/C(N)=N/OC(=O)C2CCCCC2)cc1OC
8	CCN(CC)S(=O)(=O)c1cccc(C(=O)NC(C(=O)Nc2nnc(C)s2)C(C)C)c1 (stereo not drawn)
9	COc1ccc(C)cc1-n1nc2ccccc2n1
10	CCc1cccc(CC)c1NC(=S)Nc1cccc(Cl)c1Cl

assay / compound	1	2	3	4	5	6	7	8	9	10
Cardiac RTF inh	-11	-5	-4	-7	6	0	-1	0	6	-4
MOR-DOR inv ag	14	6	14	-11	8	3	5	10	4	11
RTF Ca sens act	-2	-3	0	0	-3	-2	-4	1	-7	0
Arrestin-AP2 inh	-2	0	7	24	-24	3	9	32	2	-8
Keap1 Nrf2 FP	-9	-3	4	-4	-2	2	3	-1	-1	-9
Wnt bcat act	7	-1	0	1	1	-3	26	.	-1	0
Pemphigus Ab inh	110	93	105	.	108	96	105	108	94	102
MOR-DOR ag	-3.1	-1.2	-3.0	1.8	-1.4	-0.6	-1.4	-2.1	-0.6	-2.3
C-LANA FP	-0.6	-2.9	1.3	-1.5	-0.7	-0.3	-1.6	-0.5	1.1	2.1
V-ATPase pHluor	3	-1	3	1	3	6	1	-3	3	4

11	Cc1ccc(C(=O)NCc2ccccn2)cc1S(=O)(=O)N1CCCCC1
12	CC(O/N=C(\N)c1ccccc1)C(=O)Nc1cccc(C(F)(F)F)c1 (stereo not drawn)
13	Cc1cc(C)c(C#N)c(SCC(=O)Nc2ccc3c(c2)OCO3)n1
14	CCCN(CC(=O)Nc1cc(Cl)ccc1Cl)C(=O)c1ccc(N2CCCC2=O)cc1
15	CCO[C@@H]1OC(C(=O)Nc2ccccc2)=C[C@H](c2ccc(Br)cc2)[C@H]1CCCO
16	COc1ccc(Nc2nc(C)cc(=O)[nH]2)c(OC)c1
17	Cc1cccc(-c2nnnn2-c2cccc(C)c2)c1
18	COc1ccc(C(=O)CC2OC(=O)c3ccccc32)cc1OC (stereo not drawn)
19	COc1ccccc1NC(=O)c1ccc(NC(=O)CSc2ncccn2)cc1
20	COc1ccc(-c2noc(N3CCC(C(=O)Nc4ccc(OC)cc4OC)CC3)n2)cc1

assay / compound	11	12	13	14	15	16	17	18	19	20
Cardiac RTF inh	9	-5	-24	1	-2	9	-8	-2	-13	-2
MOR-DOR inv ag	-8	-5	11	15	-28	-2	12	3	6	0
RTF Ca sens act	-5	0	1	0	-4	1	2	2	-3	2
Arrestin-AP2 inh	-7	-9	6	-10	-1	30	-5	3	9	8
Keap1 Nrf2 FP	-3	-4	-4	4	-1	0	2	-4	6	-7
Wnt bcat act	1	-3	42*	-2	-5	.	0	-1	0	13
Pemphigus Ab inh	102	105	104	100	100	93	99	105	115	98
MOR-DOR ag	1.2	1.2	-1.8	-4.0	4.8	0.3	-2.3	-0.7	-1.4	0.0
C-LANA FP	0.8	-2.1	-0.4	0.4	-1.0	1.6	0.0	-0.8	-1.0	0.8
V-ATPase pHluor	5	1	-5	4	0	2	1	3	-2	-1

21	CCCNC(=O)Cn1cnc2sc(C(=O)Nc3ccc4c(c3)OCO4)c(C)c2c1=O
22	COc1ccc(CCNC(=O)CSc2nnc(CNC(=O)c3cccs3)o2)cc1OC
23	CCOC(=O)c1[nH]c2ccccc2c1NC(=O)c1cc(OC)c(OC)c(OC)c1
24	COc1ccc(C(=O)Nc2ccc(S(=O)(=O)Nc3cc(C)nc(C)n3)cc2)cc1OC
25	O=C(O)CCCCCNS(=O)(=O)c1ccc(Cl)cc1
26	O=C(Nc1ccccc1)C1CC(=O)n2c(nc3ccccc32)N1 (stereo not drawn)
27	O=C(CCCOc1ccccc1)NNC(=O)c1ccncc1
28	O=C(Nc1ccc(OC(=O)c2ccccc2)c(-c2nc3ccccc3s2)c1)c1ccccc1
29	CCC(=O)Nc1cc(C(C)(C)C)ccc1C(C)=O
30	O=C(O)CC12CC3CC(C1)CC(n1ncc(NCc4ccc(F)cc4)c(Cl)c1=O)(C3)C2

assay / compound	21	22	23	24	25	26	27	28	29	30
Cardiac RTF inh	-9	0	-7	9	0	-12	-4	-18	5	-2
MOR-DOR inv ag	11	-2	8	6	-2	15	14	24	5	13
RTF Ca sens act	-1	-2	6	-3	5	-2	2	-2	4	-3
Arrestin-AP2 inh	-3	14	7	-7	8	-11	1	-8	-1	3
Keap1 Nrf2 FP	4	-2	3	-2	-3	-1	-1	-4	-7	-1
Wnt bcat act	6	.	.	-1	-3	1	-3	0	0	1
Pemphigus Ab inh	98	107	103	107	98	90	91	99	101	102
MOR-DOR ag	-1.9	0.4	-1.5	-1.3	0.3	-2.9	-2.6	-4.1	-1.1	-2.4
C-LANA FP	0.8	1.0	-0.6	-2.4	0.6	0.4	-2.5	1.6	-2.3	0.0
V-ATPase pHluor	3	7	0	1	0	-2	0	1	3	2

31	COc1cc(/C=C2/CCc3ccccc3C2=O)cc(OC)c1OC
32	O=C(CCc1nc2ccccc2c(=O)[nH]1)OCC(=O)N1CCN(S(=O)(=O)c2ccccc2)CC1
33	COc1ccc(CN(C)C(=O)c2ccc(NS(=O)(=O)c3ccccc3)cc2)c(OC)c1
34	Cc1scc(C(=O)NNC(=S)NCC2CCCO2)c1C (stereo not drawn)
35	O=C(Nc1cccc([N+](=O)[O-])c1)N1CCCCCC1
36	CN1CCN(NC(=O)CC(C)(C)C)CC1
37	CCOC(=O)c1cc(-c2ccncc2)nc2c1c(C)nn2C
38	COc1ccc(C(=O)C(CN2CCOCC2)c2ccccc2)cc1F (stereo not drawn)
39	CCCCn1c(SCC(=O)NCc2ccco2)nc2c1c(=O)n(C)c(=O)n2C
40	O=C(CCC(=O)c1cccs1)Nc1ncccc1O

assay / compound	31	32	33	34	35	36	37	38	39	40
Cardiac RTF inh	4	-6	-16	5	-4	-5	2	-6	-17	-14
MOR-DOR inv ag	12	3	6	19	22	7	13	0	6	3
RTF Ca sens act	-2	-1	2	-3	0	3	-5	2	-2	-8
Arrestin-AP2 inh	-5	24	14	4	6	-2	-6	-1	-18	-14
Keap1 Nrf2 FP	-6	-2	-1	-4	-4	5	4	-8	-2	-2
Wnt bcat act	.	.	-9	2	3	-1	0	.	2	2
Pemphigus Ab inh	118	102	98	77	95	103	95	107	101	109
MOR-DOR ag	-2.2	-0.5	-0.9	-3.2	-4.0	-1.4	-2.1	0.0	-1.2	-0.5
C-LANA FP	1.4	1.3	2.7	-1.0	-0.2	-0.1	-0.1	0.7	-0.3	0.4
V-ATPase pHluor	-5	7	-1	1	-2	-1	1	0	-2	-3

# One compound at a time, from the list above.
# CCOC(=O)c1cc(-c2ccncc2)nc2c1c(C)nn2C reads Cardiac RTF inh: 2; MOR-DOR inv ag: 13; RTF Ca sens act: -5; Arrestin-AP2 inh: -6; Keap1 Nrf2 FP: 4; Wnt bcat act: 0; Pemphigus Ab inh: 95; MOR-DOR ag: -2.1; C-LANA FP: -0.1; V-ATPase pHluor: 1
# COc1ccc(CN(C)C(=O)c2ccc(NS(=O)(=O)c3ccccc3)cc2)c(OC)c1 reads Cardiac RTF inh: -16; MOR-DOR inv ag: 6; RTF Ca sens act: 2; Arrestin-AP2 inh: 14; Keap1 Nrf2 FP: -1; Wnt bcat act: -9; Pemphigus Ab inh: 98; MOR-DOR ag: -0.9; C-LANA FP: 2.7; V-ATPase pHluor: -1

# Additional results.
41	COc1ccc(C(=O)NCCc2ccc(C)cc2)cc1OC1CCN(C(C)=O)CC1
42	O=C(/C=C/c1ccccc1)/C=C/c1ccccc1
43	N#CC(C(=O)NCc1ccco1)c1nc2ccccc2nc1N1CCOCC1 (stereo not drawn)
44	Cc1cccc(/C(N)=N/OC(=O)COc2ccc(Cl)cc2)c1
45	Cc1ccc(C(=O)N2CCN(c3ccccc3F)CC2)cc1NC1=NC2CS(=O)(=O)CC2S1 (stereo not drawn)
46	N#Cc1ccc(OCC(=O)N(C2CCCCC2)C2CCS(=O)(=O)C2)cc1 (stereo not drawn)
47	CCCc1nnc(NC(=O)c2cc3ccccc3o2)s1
48	CC/C(=N/NC(=O)c1ccc(Br)o1)c1ccc(Cl)cc1
49	CCCn1c(CNc2ccc(Br)cc2)nc2ccccc21
50	Cn1c(SCC(=O)Nc2nccs2)nnc1-c1ccncc1

assay / compound	41	42	43	44	45	46	47	48	49	50
Cardiac RTF inh	1	5	-8	5	-4	-3	-25	4	2	-5
MOR-DOR inv ag	21	-5	-15	-19	0	11	4	3	-49	8
RTF Ca sens act	2	2	4	3	-12	5	-1	-1	9	-2
Arrestin-AP2 inh	-3	37	6	-1	-2	2	7	-3	3	1
Keap1 Nrf2 FP	-3	-2	0	-4	-7	-4	-4	-3	-6	4
Wnt bcat act	0	-8	.	6	2	1	10	.	6	-3
Pemphigus Ab inh	105	126	103	81	94	106	112	113	100	92
MOR-DOR ag	-3.9	0.9	2.7	3.0	0.0	-2.9	-0.8	-0.6	8.3	-1.4
C-LANA FP	-1.0	0.3	3.0	2.9	0.1	1.2	0.4	-1.4	0.1	0.6
V-ATPase pHluor	3	1	-3	2	-1	-3	-2	2	0	0

51	CCN1C(=O)c2ccccc2Sc2ccc(C(=O)NCCCN3CCCCC3)cc21
52	OCCN(CCO)c1nc(-c2ccccc2)nc2c1oc1ccccc12
53	C=CCNC(=O)NC(=O)COC(=O)CNS(=O)(=O)c1ccc(F)c(F)c1F
54	O=C(NC1CCCCC1)C(c1ccco1)N(CCc1ccccc1)C(=O)C(F)(F)F (stereo not drawn)
55	S=C(Nc1cc(Cl)ccc1Oc1ccccc1)N1CCN(c2ccccn2)CC1
56	COCCNC(=O)CSc1nc2ccccc2c(=O)n1CCCC(=O)NCc1ccccc1
57	COc1ccccc1N(Cc1ccccc1)S(=O)(=O)c1cccc(C(=O)Nc2ccccn2)c1
58	CC1CCCN(C(=O)c2ccc(OC3CCN(CCc4ccccc4)CC3)cc2)C1 (stereo not drawn)
59	Cc1cc(OCC(=O)N2CCN(c3ccc(F)cc3)CC2)c2c(C)cc(=O)oc2c1

assay / compound	51	52	53	54	55	56	57	58	59
Cardiac RTF inh	-9	1	5	7	-5	-8	-3	3	-7
MOR-DOR inv ag	4	3	15	-12	4	0	2	18	17
RTF Ca sens act	0	1	1	0	18	-2	4	-3	4
Arrestin-AP2 inh	-8	43	44	8	-8	-4	3	-7	-19
Keap1 Nrf2 FP	0	0	-2	-3	-1	0	3	2	3
Wnt bcat act	-1	0	-1	-4	-1	-1	2	0	0
Pemphigus Ab inh	99	99	101	.	99	99	119	94	.
MOR-DOR ag	-0.8	-0.5	-2.9	2.0	-0.8	0.0	-0.4	-3.4	-3.4
C-LANA FP	0.3	1.0	-0.5	-0.3	-0.1	0.0	-1.0	-0.2	0.5
V-ATPase pHluor	-2	0	-1	5	1	0	-1	4	0
